Screening data: PubChem BioAssay, Broad Institute
E-sel inducer: E-selectin induction in HUVECs, primary screen, imaging, HUVEC, immunofluorescence imaging, single point. activation, % at 7.58 µM. hit rate 0.37% among 260,000. P16581. normalized: neutral wells 0, TNF-alpha wells 100;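 active = mean E-selectin-positive cell signal at least 10% of the positive control, reached in at least 60% of replicates, without over 20% cell loss; inconclusive = no rule given, readout overlaps actives, possibly toxicity-flagged; inactive = the rest, including those meeting only one limit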;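 also: in these data hits start at about 27%; measured in HUVEC primary endothelial cells; signal is the percent of cells scored E-selectin positive by PE staining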
Target sequence (P16581 whole entry, looked up): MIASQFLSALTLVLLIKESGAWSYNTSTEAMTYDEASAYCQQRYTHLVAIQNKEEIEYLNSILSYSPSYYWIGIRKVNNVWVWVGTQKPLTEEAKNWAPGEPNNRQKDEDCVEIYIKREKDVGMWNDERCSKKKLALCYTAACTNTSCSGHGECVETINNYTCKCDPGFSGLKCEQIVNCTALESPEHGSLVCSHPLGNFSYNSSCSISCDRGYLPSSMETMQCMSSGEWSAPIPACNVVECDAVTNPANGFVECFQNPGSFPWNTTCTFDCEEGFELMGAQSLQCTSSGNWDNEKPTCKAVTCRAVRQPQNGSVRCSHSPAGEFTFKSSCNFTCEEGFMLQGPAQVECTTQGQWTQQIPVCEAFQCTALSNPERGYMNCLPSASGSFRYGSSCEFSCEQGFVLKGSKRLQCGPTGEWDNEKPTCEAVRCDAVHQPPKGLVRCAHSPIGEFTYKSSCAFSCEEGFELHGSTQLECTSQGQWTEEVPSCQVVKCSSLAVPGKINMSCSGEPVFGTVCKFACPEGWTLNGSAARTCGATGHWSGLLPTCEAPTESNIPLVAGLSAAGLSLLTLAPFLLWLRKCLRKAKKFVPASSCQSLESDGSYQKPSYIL
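System: HUVEC / Compound: single concentration / Signal: immunofluorescence imaging / Read-out: percent E-selectin-positive cells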
Cneo AK release: Cryptococcus neoformans cell lysis inducers, primary screen, AK release luminescence, single concentration; lysis activity, % at 15 µM; C. neoformans lysis, adenylate kinase release luminescence, 4 h; normalised: neutral wells 0, clomiphene wells 100; hit rate 0.2% among 360,000;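 active = mean lysis activity across replicates of at least 80%, whatever share of replicates individually reach that level; inactive = mean lysis activity below 80%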
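Material – log-phase Cryptococcus neoformans yeast cells · Input – 5 × 10^6 yeast cells/mL · Medium – fresh YPD growth medium · Doses – single compound concentration per well · Timing – static 4 h at 37 °C with compound, 1 h detection · Detection – adenylate kinase release luminescence · Read-out – signal increase indicating cell lysis · Control set – Clomiphene as positive lysis control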
PGC1a acetyl inh: inhibitors of PGC1a acetylation signal, primary screen, cell-based, U2OS, AlphaScreen, inhibitor mode | inhibition, % at 15.6 µM | AlphaScreen anti-acetyl-lysine; with virally co-expressed GCN5 acetyltransferase | hit rate 0.17% among 350,000;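 active = every replicate shows inhibition of at least 40%; inconclusive = mean inhibition at least 40% but some replicate below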;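 also: 0% = neutral control wells and 100% = positive control wells; some results beyond the cut were filed as inactive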
PglD inh: C. jejuni PglD acetyltransferase inhibitors, primary screen, biochemical, DTNB colorimetric, single point | UDP-N-acetylbacillosamine N-acetyltransferase PglD (Campylobacter jejuni) | purified PglD enzyme, DTNB colorimetric CoA detection | inhibition, % at 12.5 µM | hit rate 0.098% among 360,000 | AID 602405, 2012; in the data active = inhibition above about 16%, passing the limit was not always enough; inconclusive = no clear call, values can overlap the other calls; also: strong numbers were not always called active
miR-122 sensor: miR-122 Renilla sensor signal increase in Huh7, primary screen, miR-122 inhibitor project, cell-based, single point, plate reader. hit rate 0.3% among 340,000. activation (reporter increase), % at 12.5 µM. Huh7 miR-122 Renilla luciferase sensor, 48 h; neutral wells = 0, positive control = 100;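 active = mean replicate activation score at least 90 and every replicate individually at or above 90; inconclusive = only one of the two criteria met; inactive = neither criterion met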;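 also: higher luciferase means less miR-122 activity so hits act as miR-122 inhibitors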
RAD52 anneal inh: RAD52 DNA annealing inhibitors, primary screen, biochemical, FRET, single point, set 2 | DNA repair protein RAD52 homolog (Homo sapiens), P43351 | inhibition, % at 18.7 µM | hit rate 0.46% among 360,000 | recombinant RAD52 DNA annealing, FRET fluorescence | AID 651710, 2012;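 active = every replicate showing at least 50% inhibition; inconclusive = mean inhibition at least 50% but not in every replicate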
Target sequence (P43351 whole entry, looked up): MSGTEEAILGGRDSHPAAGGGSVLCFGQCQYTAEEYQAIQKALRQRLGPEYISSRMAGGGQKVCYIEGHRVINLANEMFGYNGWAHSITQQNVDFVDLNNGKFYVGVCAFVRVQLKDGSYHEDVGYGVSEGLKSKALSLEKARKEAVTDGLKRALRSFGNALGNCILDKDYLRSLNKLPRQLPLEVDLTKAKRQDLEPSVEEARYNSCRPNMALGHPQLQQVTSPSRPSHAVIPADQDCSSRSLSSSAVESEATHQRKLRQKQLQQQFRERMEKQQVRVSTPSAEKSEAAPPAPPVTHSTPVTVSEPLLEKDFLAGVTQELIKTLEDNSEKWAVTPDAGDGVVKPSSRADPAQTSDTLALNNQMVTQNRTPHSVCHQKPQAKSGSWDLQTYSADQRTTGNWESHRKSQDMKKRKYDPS
RAD54 branch: inhibitors of human RAD54 branch migration, primary screen, biochemical, fluorescence, single point; RAD54 Holliday junction branch migration, FAM/BHQ fluorescence; AID 602329, 2012; hit rate 0.14% among 360,000; inhibition, % at 10.4 µM;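 active = mean normalized replicate activity at least 40 and at least half of replicates scoring 40 or more; inconclusive = only one of the two criteria met; inactive = mean below 40 and under half of replicates reaching 40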;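 also: 0% = median of neutral control wells and 100% = median of positive control wells; inhibitors cause a drop in the FAM fluorescence signal; in these data hits start at about 50%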
ERAP1 HTS inh: human ERAP1 aminopeptidase inhibitors, primary screen, biochemical, single point, plate reader; hit rate 0.15% among 340,000; AID 652197, 2013; inhibition, % at 10.7 µM; recombinant ERAP1, Leu-AMC fluorescence, 60 min; Endoplasmic reticulum aminopeptidase 1 (Homo sapiens), Q9NZ08;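 active = mean replicate inhibition of at least 30%, or all replicates individually reaching that 30% level; inactive = mean below 30% and not every replicate reaching it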;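 also: 0% = neutral control wells and 100% = L-leucinethiol positive control wells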
Numbers without * were called inactive; ? = inconclusive; . = no result given; & = joins results of further samples; ! = repeats disagree; [ ] = another dose, or the depositor's remark.

Compound	E-sel inducer	Cneo AK release	PGC1a acetyl inh	PglD inh	miR-122 sensor	RAD52 anneal inh	RAD54 branch	ERAP1 HTS inh
COc1ccccc1N(C(C)=O)c1nc(C)cc(C)c1C#N	.	0	-4	-3	-4	.	2	.
N#Cc1c(/N=C/c2cccs2)sc2c1CCC2	.	-3	6	-5	0	.	-6	.
C#CCNc1ccc([N+](=O)[O-])cc1	-0.1	.	-7	.	-1	-4	.	0
O=C(NC1CC1)c1ccc(-c2cnc3cccnn23)cc1	-0.1	-1	36	-7	5	-5	-4	-26
CC=Cc1ccc2n(c1=O)C[C@@H]1[C@@H](CO)[C@H](C(=O)NCC(F)(F)F)N(CCc3ccccc3)[C@H]21 (mixture of isomers)	0.8	-1	2	1	4[16.7 µM]	-26	-4	-1
Cc1ccccc1OCc1n[nH]c(=S)n1Cc1ccccc1	.	8	-7	-5	-7	.	6	.
CN1CC(c2ccc(C#N)cc2)C2(COc3ccccc3C2=O)C12C(=O)Nc1ccccc12 (stereo not given)	.	-1	-14	-5	?	.	0	.
COc1ccc(S(=O)(=O)N[C@H]2C=C[C@H](CC(=O)N3CCc4ccccc4C3)O[C@H]2CO)cc1	-0.2	68	-6	0	-17[16.7 µM]	3	-5	2
Cc1ccccc1S(=O)(=O)N(C)C[C@H]1OCc2ccccc2-c2ccccc2C(=O)N([C@H](C)CO)C[C@H]1C	-0.6	-1	-10	0	.	7	2	2
COc1ccc(OC)c(NC(=O)C2(C)CCN2CCc2ccccc2)c1 (stereo not given)	-0.1	12	.	-4	.	-2	14	5
O=C(COC(=O)C12CC3CC(CC(C3)C1)C2)NCc1ccccc1	.	-1	-4	-1	-16	-6	1	-3
O=C(CC1CC1)N1CC(=O)N2[C@@H](CO)[C@H](c3ccc(C#Cc4ccccc4)cc3)[C@@H]2C1	-0.1	.	-4	.	.	-14	.	-2
C[C@@H]1CN([C@@H](C)CO)S(=O)(=O)c2ccc(-c3cccnc3)cc2O[C@H]1CN(C)C(=O)CN(C)C	-0.1	-1	10	5	6[16.7 µM]	-1	-1	0
CC(=O)Nc1ccc(S(=O)(=O)NCc2csc(-c3cccnc3)n2)cc1	.	2	6	3	-1	.	8	.
Cc1cccn2c(NC(=O)c3ccccc3F)c(-c3ccccc3)nc12	2.9	2	-2	6	6	-12	4	1
CCOc1ccc2c(c1)C(c1ccccc1)=NNC(c1ccccc1)=N2	.	3	-11	-1	2	.	-9	.
CO[C@@H]1CC[C@H]2CCOc3ccc(C#N)cc3C(=O)N(C)C[C@H](c3ccccc3)CC(=O)N(C)C[C@@H]1O2	0.8	-1	.	3	.	.	2	.
COc1ccc2c3c(n(C)c2c1)[C@@H](CO)N(CC1CCCCC1)CC31CCN(C(=O)CN(C)C)CC1	-0.6	.	-3	.	.	-22	.	0
CC(C)(C)c1cc(-c2csc(Nc3ccccc3)[n+]2Cc2ccc(C(=O)O)cc2)cc(C(C)(C)C)c1O	.	5	-1	2	-13	.	6	.
C=CCNC(=S)N/N=C/c1ccc(C)cc1C	1.1	.	1	.	.	-16	.	0
O=C(CN1C(=O)NC2(CCCCC2)C1=O)Nc1ccc(Cl)cc1	-0.9	1	-1	.	1	-8	-14	-1
Cc1noc(C)c1S(=O)(=O)N(C)C[C@H]1Oc2ccc(NC(=O)NC3CCCCC3)cc2C(=O)N([C@H](C)CO)C[C@@H]1C	0.3	1	6	4	-8	-16	-4	-1
CS(=O)(=O)N(CC(=O)NC1CCCCC1)c1cccc(F)c1	3.1	1	.	2	.	-3	10	-4
C/C(=N/NC(=O)CSc1nc2ccccc2n1C)c1ccco1	.	2	-2	1	3	-9	-2	2

Ordered by the number under PGC1a acetyl inh (largest number first): 3 of the compounds above.
canonical_smiles | PGC1a acetyl inh
Cc1noc(C)c1S(=O)(=O)N(C)C[C@H]1Oc2ccc(NC(=O)NC3CCCCC3)cc2C(=O)N([C@H](C)CO)C[C@@H]1C | 6
C=CCNC(=S)N/N=C/c1ccc(C)cc1C | 1
C/C(=N/NC(=O)CSc1nc2ccccc2n1C)c1ccco1 | -2

Further entries:
Compound	E-sel inducer	Cneo AK release	PGC1a acetyl inh	PglD inh	miR-122 sensor	RAD52 anneal inh	RAD54 branch	ERAP1 HTS inh
O=C(CN1/C(=C(/O)c2ccccc2)C(=O)c2ccccc2S1(=O)=O)c1ccccc1	.	1	18	0	-4	.	3	.
COc1ccc(C(=O)N2CCCC(C)(C(=O)NS(=O)(=O)C3CC3)C2)cc1 (stereo not given)	0.0	3	1	-2	.	-1	1	5
OC(CN1CC=C(/C=C/c2ccc(Br)cc2)CC1)c1ccccc1 (stereo not given)	.	-1	-4	7	-3	-27	-3	0
O=S(=O)(c1ccccc1)N1CCc2ccccc2C1	0.0	0	.	-1	.	-12	-3	-1
COc1cccc(NC(=O)Nc2ccc3c(c2)C(=O)N(C)C[C@H](OC)[C@H](C)CN(CC2CC2)[C@@H](C)CO3)c1	0.1	0	15	-3	.	45	-10	0
COc1ccc(S(=O)(=O)Nc2ccc3c(c2)C(=O)N([C@H](C)CO)C[C@@H](C)[C@H](CN(C)S(=O)(=O)c2c(C)noc2C)OCCCC[C@H](C)O3)cc1	.	1	-6	-1	-1[16.7 µM]	-35	4	0
CCCNC(=S)N1CCC(NC(=O)c2ccc(OC)cc2)CC1	-0.1	-3	4	-3	-4	3	-12	-1
O=C(Nc1ccccc1F)N[C@H]1CC[C@H](CCNS(=O)(=O)c2ccc(Cl)cc2)O[C@H]1CO	0.2	50	9	-1	-9[16.7 µM]	7	-2	2
O=C(Nc1ccc(S(=O)(=O)NCC2CCCO2)cc1)C1CC(=O)N(c2ccccc2)C1 (stereo not given)	0.5	0	12	1	9	-7	7	-5
COc1ccccc1-n1cc(C(=O)N2CCCC(CO)(Cc3ccccc3C)C2)cn1 (stereo not given)	-2.2	0	-8	-9	14	-8	-2	3
CN(C(=O)CN1C(=O)c2ccc([N+](=O)[O-])cc2C1=O)C1CCCCC1	.	-4	6	4	-2	-7	-2	1
CCN(C(=O)COC(=O)/C(=C/c1ccccc1)NC(C)=O)c1c(N)n(Cc2ccccc2)c(=O)[nH]c1=O	0.4	0	-2	-2	-6	-32	-8	0
O=C(CN(C(=O)c1ccc(Cl)cc1Cl)N1C(=O)C2C3C=CC(C3)C2C1=O)c1ccc(F)cc1 (stereo not given)	.	-13	-2	2	2	.	5	.
O=C(COC(=O)CCc1ccccc1)NNC(=O)c1ccccc1	0.0	6	4	-5	.	2	1	-3
CC12CCC(=O)N1C(C(=O)Nc1cc(Cl)ccc1N1CCCC1)CS2 (stereo not given)	-1.0	0	-6	-6	9	-9	1	3
O=C1CC(=O)Nc2cc(S(=O)(=O)N3CCN(c4cccc(C(F)(F)F)c4)CC3)ccc2N1	-0.4	.	-3	.	.	8	.	-1
COc1cccc(-n2nnnc2SCC(=O)Nc2ccc(OC)cc2OC)c1	.	-1	.	-8	.	-12	-8	-1
CC(C)NC(=O)Nc1ccc2c(c1)C(=O)N([C@@H](C)CO)C[C@H](C)[C@H](CN(C)S(=O)(=O)c1ccc(Cl)cc1)OCCCC[C@H](C)O2	.	3	-19	-1	-1[16.7 µM]	31	1	4
Cn1ccc(=S)c2ccccc21	.	-8	-5	-2	-8	8	-8	-3
CO[C@@H]1CN(C)C(=O)c2cc(NC(=O)NC(C)C)ccc2OC[C@H](C)N(C(=O)CC2CC2)C[C@H]1C	-0.2	1	-7	0	-20[16.7 µM]	1	-3	1
CCOc1ccc(CNC(=O)C2CCN(c3nnc(C)c4c(C)n(-c5ccc(C)cc5)nc34)CC2)cc1	.	-1	30	4	1	-94	0	1
Cc1ccccc1N1CC(C(=O)Nc2nnc(SCCN3CCOCC3)s2)CC1=O (stereo not given)	2.3	3	.	3	.	-32	3	4
O=S(=O)(c1ccccc1)N1C[C@@H]2N[C@H](C1)C2c1ccc(-c2ccccc2)cc1 (stereo not given in full)	0.3&0.0	.	0&0	.	.	73*!	.	0
COc1ccccc1N1CCN(C(=O)c2sc3ncn(CC(=O)N4CCC(C)CC4)c(=O)c3c2C)CC1	.	0	0	3	-8	-3	1	0
COc1ccccc1C(=O)N/N=C/c1ccc2c(c1)OCO2	.	-1	0	1	8	-4	3	-1
COC(=O)c1c(NC(=O)CN2CCC(C(N)=O)CC2)c2c(C)cccc2n1C	.	2	-5	-4	3	.	2	.
CC(C(=O)OCC(=O)Nc1cccc(S(=O)(=O)N(C)C)c1)N1C(=O)c2ccccc2C1=O (stereo not given)	0.9	0	-12	5	-3	-16	-17	-1
O=C(CC1Nc2ccccc2NC1=O)NCC1COc2ccccc2O1 (stereo not given)	.	2	3	1	-4	.	-2	.
COc1ccc(NC(=O)OCCN2CCN(Cc3ccccc3)CCC2=O)cc1	-0.1	-1	7	2	2	-5	-1	2
Cc1ccccc1NS(=O)(=O)c1ccc2c(c1)oc(=O)n2C	0.5	3	-7	5	10	-14	9	-2
COc1cc(OC)c2ccc(=O)oc2c1C(CC(=O)N1CCN(c2ccccc2)CC1)c1ccc2c(c1)OCO2 (stereo not given)	-0.1	0	5	5	-2	-16	5	3
C[C@@H](O)C#Cc1ccc([C@H]2[C@@H](CO)N3CCCCN(CC4CC4)C[C@@H]23)cc1	0.0	-3	-3	-1	2[16.7 µM]	-25	-13	-6
Cc1ccc(C)c(N)c1	.	6	5	5	-3	-10	2	-1
CSC1=N/C(=C/c2cccnc2)C(=O)N1Cc1ccccc1	0.1	-3	3	-8	-1	-22	7	2
CC(Sc1nncn1C)C(=O)Nc1nnc(-c2ccccc2)s1 (stereo not given)	.	0	0	-4	-2	-5	-1	2
CC(=O)NC(C)(C)C1CC=C(C)/C(=N\O)C1 (stereo not given)	.	-1	19	3	-7	.	-1	.
C/C=C(/C)C(=O)O[C@@H]1c2cc3c(c(OC)c2-c2c(cc(OC)c(OC)c2OC)[C@@H](OC(C)=O)[C@@H](C)[C@H]1C)OCO3	.	0	-4	4	4	.	-7	.
O=C(c1cnccn1)N1C[C@H]2[C@@H](c3ccccc31)[C@H](CO)N2C(=O)CC1CC1	-0.7	0	3	-2	0[16.7 µM]	-8	5	4
COc1ccc(OC)c(NC(=O)CSc2nccn2Cc2ccco2)c1	0.1	4	.	2	.	12	0	2
Cc1cc(C)c(O)c(-c2cc(C(=O)Nc3ccc(S(=O)(=O)N4CCOCC4)cc3)[nH]n2)c1	.	-1	-34	-3	3	.	3	.
COC(=O)c1cc2cc(Cl)ccc2nc1SC	0.0	.	-19	.	.	-25	.	5
COc1ccc(C2(c3ccc(OC)cc3)NC(=O)N(CC(=O)NC3(C#N)CCCC3)C2=O)cc1	.	-6	.	0	.	-8	-10	-3
